CIT2-GFP yeast: yeast TOR pathway CIT2-GFP modulation. S. cerevisiae CIT2-GFP strain, flow cytometry, 3 h; 100 means same as DMSO wells. GFP response vs DMSO, % at 10 µM. actives 0.065% (n = 320,000);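 active means GFP response relative to DMSO above a set limit, near the screen mean plus 3 SD, cut at about 150% in these data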;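 further: ratio of well median GFP fluorescence to mean of DMSO wells on the plate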
VLA-4 inh: inhibition in a human VLA-4 binding assay. VLA-4 expressing cells, ligand binding flow cytometry. P13612. inhibition, % (about 7 µM as worked out from the volumes in the protocol). actives 0.2% (n = 330,000); in the data active means inhibition above about 50%
MEX-5 binding: C. elegans MEX-5 TCR-2 RNA binding activity; actives 0.38% (n = 300,000); activity score (negative = inhibition of binding), % at 10 µM; AID 1832; Q9XUB2; MEX-5/FITC-TCR2 RNA binding, fluorescence polarization; hits give low values;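 active means inhibition past about -25% in most replicates, and total fluorescence under double the plate's negative control median, limit read from the data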;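 further: 0% = DMSO and -100% = 5 µM competing unlabeled TCR2 RNA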
BCLXL inh: inhibitors of human Bcl-xL; Q07817; AID 2129; inhibition, % at 10.9 µM; GST-Bcl-xL / FITC-Bim BH3 peptide fluorescence polarization; actives 0.7% (n = 320,000);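 active means inhibition above the mean of all tested compounds plus 3 SD, cutoff set per campaign, cut at about 30% in these data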;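 further: 0% = DMSO wells and 100% = unlabeled Bim-BH3 peptide competitor; inhibitors lower millipolarization by displacing the labeled peptide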
Target sequence (Q07817 whole entry, looked up): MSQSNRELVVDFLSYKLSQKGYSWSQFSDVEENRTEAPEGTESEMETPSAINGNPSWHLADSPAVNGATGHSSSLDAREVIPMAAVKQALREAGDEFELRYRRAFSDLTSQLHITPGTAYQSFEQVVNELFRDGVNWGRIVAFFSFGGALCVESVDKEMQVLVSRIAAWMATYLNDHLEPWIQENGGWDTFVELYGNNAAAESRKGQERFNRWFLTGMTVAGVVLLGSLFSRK
GRK2 aptamer HTS: human GRK2 inhibition via aptamer displacement | bead flow cytometry, FAM-aptamer displacement from GRK2 | actives 0.59% (n = 330,000) | AID 488847 | inhibition of aptamer binding, % at 10 µM;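 active means inhibition of aptamer binding above 40%, roughly 3 SD of noise, on plates passing a quality check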;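 further: median bead fluorescence of bound FAM aptamer so fluorescent compounds give negative values; no value below 0 was filed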
AGP1-GFP MLPCN: yeast TOR pathway AGP1-GFP modulation; AID 2066; GFP response vs DMSO, % at 10 µM; actives 0.02% (n = 320,000); S. cerevisiae AGP1-GFP multiplex flow cytometry, 3 h; GFP as percent of DMSO wells;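 active means GFP response relative to DMSO above a set limit, near screen average plus 3 SD, cut at about 150% in these data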;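 further: median GFP channel fluorescence of the gated AGP1 strain per well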
MCL1 BIM primary: MCL1-BIM-BH3 interaction inhibition (human) | Q07820 | GST-MCL1 / FITC-Bim-BH3 fluorescence polarization | inhibition, % at 10.9 µM | actives 0.68% (n = 320,000);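 active means inhibition above the mean inhibition of all tested compounds plus 3 SD, set per campaign, cut at about 40% in these data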;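 further: 0% = DMSO wells and 100% = unlabeled Bim-BH3 peptide control; higher means more loss of mP so more displacement of Bim peptide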
Target sequence (Q07820 whole entry, looked up): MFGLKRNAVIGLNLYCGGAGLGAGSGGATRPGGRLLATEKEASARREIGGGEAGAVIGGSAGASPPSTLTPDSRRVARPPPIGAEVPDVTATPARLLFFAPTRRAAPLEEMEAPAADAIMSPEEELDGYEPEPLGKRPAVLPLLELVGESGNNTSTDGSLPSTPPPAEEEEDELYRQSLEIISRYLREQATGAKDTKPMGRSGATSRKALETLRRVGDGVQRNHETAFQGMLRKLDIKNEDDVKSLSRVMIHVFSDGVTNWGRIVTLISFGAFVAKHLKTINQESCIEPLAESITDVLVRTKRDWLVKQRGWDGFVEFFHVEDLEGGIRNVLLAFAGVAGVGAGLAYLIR
Fam108B inh: blocks mouse Fam108B hydrolase in RBBP9 counter-screen | recombinant Fam108B, FP-Rh probe fluorescence polarization | inhibition, % at 9.51 µM | AID 1947 | actives 0.33% (n = 300,000);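 active means inhibition above the screen mean inhibition plus 3 SD, computed separately per campaign, cut at about 18% in these data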;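 further: inhibitors lower polarization as less probe binds the enzyme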
GLD-1 RNA inh: GLD-1-TGE RNA interaction inhibition (C. elegans); purified GLD-1 + fluorescein TGE RNA, fluorescence polarization; inhibition, % at 5.96 µM; actives 0.44% (n = 320,000); AID 2280;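 active means percent inhibition above a per-plate cutoff, the plate mean of test compounds plus 3 SD, cut at about 30% in these data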;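 further: 0% = DMSO wells with GLD-1 and probe and 100% = wells lacking GLD-1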
Target sequence (Q17339 whole entry, looked up): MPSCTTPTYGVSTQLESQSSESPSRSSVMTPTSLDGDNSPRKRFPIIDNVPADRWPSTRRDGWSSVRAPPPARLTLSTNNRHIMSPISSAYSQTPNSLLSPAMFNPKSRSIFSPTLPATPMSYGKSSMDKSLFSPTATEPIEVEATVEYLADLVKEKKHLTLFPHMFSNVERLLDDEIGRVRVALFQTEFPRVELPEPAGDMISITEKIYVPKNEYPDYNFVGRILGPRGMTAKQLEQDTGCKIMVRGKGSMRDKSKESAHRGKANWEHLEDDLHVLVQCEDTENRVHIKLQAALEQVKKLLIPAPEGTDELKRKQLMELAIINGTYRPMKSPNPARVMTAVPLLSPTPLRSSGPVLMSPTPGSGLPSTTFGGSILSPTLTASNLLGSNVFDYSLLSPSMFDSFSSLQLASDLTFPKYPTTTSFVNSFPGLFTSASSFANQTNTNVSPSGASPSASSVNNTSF
Starred values were filed as active, the others as inactive.

Screening CCCCN(C(=O)c1cccc(-n2cnnn2)c1)c1c(N)n(CC(C)C)c(=O)[nH]c1=O returned CIT2-GFP yeast 95, VLA-4 inh -12, BCLXL inh 0, GRK2 aptamer HTS 0, AGP1-GFP MLPCN 104, MCL1 BIM primary -8 and GLD-1 RNA inh -1.
`OC1=C(O)c2nc3ccccc3nc21` gave CIT2-GFP yeast 105, VLA-4 inh -2, MEX-5 binding -1.7, BCLXL inh 7, GRK2 aptamer HTS 0, AGP1-GFP MLPCN 109, MCL1 BIM primary 6, Fam108B inh 2 and GLD-1 RNA inh 2.
Screening C=CCn1c(SCc2cc(=O)n3ccsc3n2)nnc1C1CCCCC1 returned CIT2-GFP yeast 101, VLA-4 inh -5, MEX-5 binding -1.9, BCLXL inh 1, GRK2 aptamer HTS 4, AGP1-GFP MLPCN 95, MCL1 BIM primary 21, Fam108B inh -3 and GLD-1 RNA inh 0.
Screening Cc1ccc(C(=O)Nc2ccc(C(=O)N/N=C/c3ccc(C)o3)cc2)cc1 returned CIT2-GFP yeast 103, VLA-4 inh 7, MEX-5 binding 0.8, BCLXL inh 2, GRK2 aptamer HTS 0, AGP1-GFP MLPCN 92, MCL1 BIM primary 1, Fam108B inh -21 and GLD-1 RNA inh 1.
Screening Cc1nn2c(C(F)(F)F)c3c(nc2c1-c1ccccc1)CCC3 returned CIT2-GFP yeast 100, VLA-4 inh 13, MEX-5 binding -1.7, BCLXL inh -6, GRK2 aptamer HTS 0, AGP1-GFP MLPCN 99, MCL1 BIM primary -3, Fam108B inh 2 and GLD-1 RNA inh 0.
O=C(NNS(=O)(=O)c1ccccc1[N+](=O)[O-])c1cccc(Cl)c1 was read as CIT2-GFP yeast 93, VLA-4 inh 21, MEX-5 binding -0.5, BCLXL inh 7, GRK2 aptamer HTS 0, AGP1-GFP MLPCN 103, MCL1 BIM primary 7, Fam108B inh 6 and GLD-1 RNA inh 2.
CC(=O)c1c(N2CCN(Cc3ccccc3)CC2)nc(=S)n(-c2ccccc2)c1C was read as CIT2-GFP yeast 92, VLA-4 inh 2, MEX-5 binding -9.8, BCLXL inh 21, GRK2 aptamer HTS 20, AGP1-GFP MLPCN 95, MCL1 BIM primary 22, Fam108B inh 3 and GLD-1 RNA inh 5.
`Cc1ccc(CNC(=O)c2ccc(N3CCC4(CC3)CC(c3cccc(Br)c3)=NO4)c(NC(=O)c3ccc(Cl)c([N+](=O)[O-])c3)c2)cc1` gave CIT2-GFP yeast 102, VLA-4 inh -6, GRK2 aptamer HTS 3, AGP1-GFP MLPCN 102 and GLD-1 RNA inh -11.
COc1ccc(/C=C(\C#N)C(=O)OCC(=O)NC2CC2)cc1 was read as CIT2-GFP yeast 98, VLA-4 inh 8, MEX-5 binding 0.9, BCLXL inh -9, GRK2 aptamer HTS 0, AGP1-GFP MLPCN 105, MCL1 BIM primary -2, Fam108B inh 0 and GLD-1 RNA inh 1.
c1ccc(Cn2c(CN3CCCC3)nc3ccccc32)cc1 was read as CIT2-GFP yeast 96, VLA-4 inh -11, MEX-5 binding -0.4, BCLXL inh 2, GRK2 aptamer HTS 1, AGP1-GFP MLPCN 100, MCL1 BIM primary 4, Fam108B inh 1 and GLD-1 RNA inh -3.
For Cc1cc(-n2c(SCCC#N)nnc2-c2cccnc2)ccc1Cl the results were CIT2-GFP yeast 99, VLA-4 inh 10, MEX-5 binding 0.9, BCLXL inh -5, GRK2 aptamer HTS 1, AGP1-GFP MLPCN 99, MCL1 BIM primary -1, Fam108B inh -1 and GLD-1 RNA inh 2.
`CSc1ncc2c(n1)-c1cc(C)ccc1SC2` gave CIT2-GFP yeast 111, VLA-4 inh 5, MEX-5 binding 2.1, BCLXL inh 2, GRK2 aptamer HTS 1, AGP1-GFP MLPCN 102, MCL1 BIM primary -1, Fam108B inh 0 and GLD-1 RNA inh -4.
Screening CC1CCc2c(sc(/N=C/c3cccnc3)c2C(N)=O)C1 (centres undefined) returned CIT2-GFP yeast 94, VLA-4 inh 2, MEX-5 binding 0.9, BCLXL inh 5, GRK2 aptamer HTS 2, AGP1-GFP MLPCN 107, MCL1 BIM primary 10, Fam108B inh -1 and GLD-1 RNA inh 13.
For CC1CCN(C(C)C(=O)Nc2cc(S(=O)(=O)N3CCCCC3)ccc2Cl)CC1 (centres undefined) the results were CIT2-GFP yeast 91, VLA-4 inh -16, BCLXL inh -3, GRK2 aptamer HTS 1, AGP1-GFP MLPCN 95, MCL1 BIM primary 1 and GLD-1 RNA inh 4.
O=C(CN(C(=O)c1cccc([N+](=O)[O-])c1)C1CCCCC1)Nc1ccc(Cl)c([N+](=O)[O-])c1 was read as CIT2-GFP yeast 95, VLA-4 inh 1, MEX-5 binding 0.8, BCLXL inh -3, GRK2 aptamer HTS 1, AGP1-GFP MLPCN 102, MCL1 BIM primary 1, Fam108B inh -2 and GLD-1 RNA inh -7.
For CN(C)S(=O)(=O)c1cccn1-c1ncc(C(F)(F)F)cc1Cl the results were CIT2-GFP yeast 81, VLA-4 inh 10, MEX-5 binding -1.1, BCLXL inh 6, GRK2 aptamer HTS 1, AGP1-GFP MLPCN 89, MCL1 BIM primary -2, Fam108B inh 2 and GLD-1 RNA inh 2.
For CCN(CC)C(=O)Cn1c(=O)n(CCCC(=O)NCc2ccccc2)c(=O)c2sccc21 the results were CIT2-GFP yeast 100, VLA-4 inh 6, MEX-5 binding 1.4, BCLXL inh 0, GRK2 aptamer HTS 0, AGP1-GFP MLPCN 109, MCL1 BIM primary 2, Fam108B inh 4 and GLD-1 RNA inh -1.
COc1ccc(C2CC(=O)C3=C(C2)Nc2ccccc2N(C(=O)C2CC2)C3c2cccnc2)cc1OC (centres undefined) was read as CIT2-GFP yeast 91, VLA-4 inh 28, MEX-5 binding 0.4, BCLXL inh 1, GRK2 aptamer HTS 2, AGP1-GFP MLPCN 99, MCL1 BIM primary 0, Fam108B inh -4 and GLD-1 RNA inh 0.
CCCCC(=O)O[C@H]1CC[C@H]2[C@@H]3CCc4cc(O)ccc4[C@H]3CC[C@]12C was read as CIT2-GFP yeast 79, VLA-4 inh 2, MEX-5 binding -0.1, BCLXL inh -2, GRK2 aptamer HTS 3, AGP1-GFP MLPCN 88, MCL1 BIM primary 3, Fam108B inh -10 and GLD-1 RNA inh -1.
For CCOC(=O)c1ccc(NC(=O)CCn2c(=O)oc3ccccc32)cc1 the results were CIT2-GFP yeast 97, VLA-4 inh 4, MEX-5 binding -1.6, BCLXL inh 7, GRK2 aptamer HTS 0, AGP1-GFP MLPCN 95, MCL1 BIM primary 5, Fam108B inh 0 and GLD-1 RNA inh 1.
`COc1ccc(NC(=O)CSc2ncnc3c2sc2ccccc23)c(OC)c1` gave CIT2-GFP yeast 108, VLA-4 inh 4, MEX-5 binding 3.1, BCLXL inh 0, GRK2 aptamer HTS 0, AGP1-GFP MLPCN 87, MCL1 BIM primary 2, Fam108B inh 0 and GLD-1 RNA inh 0.
O=C(CCC(=O)N(CC(=O)NC1CCCC1)c1cccc(F)c1)Nc1nccs1 was read as CIT2-GFP yeast 103, VLA-4 inh -5, MEX-5 binding 2.0, BCLXL inh 3, GRK2 aptamer HTS 0, AGP1-GFP MLPCN 97, MCL1 BIM primary 8, Fam108B inh 1 and GLD-1 RNA inh -7.
Screening O=S(=O)(c1ccc(N2CCN(CCO)CC2)nc1)N1CCOCC1 returned CIT2-GFP yeast 81, VLA-4 inh 0, MEX-5 binding 0.0, BCLXL inh -2, GRK2 aptamer HTS 0, AGP1-GFP MLPCN 89, MCL1 BIM primary 5, Fam108B inh 8 and GLD-1 RNA inh 1.
`COc1cc(/C=N\NC(=O)c2ccc(Cn3nc([N+](=O)[O-])c(Cl)c3C)o2)ccc1O` gave CIT2-GFP yeast 121, VLA-4 inh 11, MEX-5 binding -0.4, BCLXL inh 14, GRK2 aptamer HTS 2, AGP1-GFP MLPCN 113, MCL1 BIM primary 9, Fam108B inh 1 and GLD-1 RNA inh 7.
Screening COc1ccc(NC(=O)C(c2cc3c(cc2[N+](=O)[O-])OCO3)N2CCN(C=O)CC2)cc1 (centres undefined) returned CIT2-GFP yeast 103, VLA-4 inh 0, MEX-5 binding -5.7, BCLXL inh 8, GRK2 aptamer HTS 4, AGP1-GFP MLPCN 97, MCL1 BIM primary 20, Fam108B inh 2 and GLD-1 RNA inh -2.
Cc1noc(C)c1COC(=O)c1ccc(F)c(S(=O)(=O)N2CCCCC2)c1 was read as CIT2-GFP yeast 107, VLA-4 inh 13, MEX-5 binding 0.7, BCLXL inh 1, GRK2 aptamer HTS 0, AGP1-GFP MLPCN 113, MCL1 BIM primary 5, Fam108B inh 4 and GLD-1 RNA inh -4.
`CCC(C)c1ccccc1NC(=O)C(C)OC(=O)CN1C(=O)NC(C)(C)C1=O` (centres undefined) gave CIT2-GFP yeast 96, VLA-4 inh 5, MEX-5 binding 3.3, BCLXL inh 0, GRK2 aptamer HTS 1, AGP1-GFP MLPCN 103, MCL1 BIM primary 7, Fam108B inh 1 and GLD-1 RNA inh 3.
Screening CC(C)(C)NC(=O)CCc1nnc(Cc2c[nH]c3ccccc23)o1 returned CIT2-GFP yeast 103, VLA-4 inh -1, MEX-5 binding -1.8, BCLXL inh -2, GRK2 aptamer HTS 0, AGP1-GFP MLPCN 99, MCL1 BIM primary -2, Fam108B inh 3 and GLD-1 RNA inh 3.
CC1=C(C(=O)N2CCCC(CCC(=O)NCc3ccccc3F)C2)OCCO1 (centres undefined) was read as CIT2-GFP yeast 100, VLA-4 inh 3, MEX-5 binding -1.4, BCLXL inh 5, GRK2 aptamer HTS 1, AGP1-GFP MLPCN 99, MCL1 BIM primary -5, Fam108B inh 3 and GLD-1 RNA inh -8.
C[C@]12CC[C@@H]3c4ccc(O)cc4CC[C@H]3[C@@H]1CC[C@@H]2OC(=O)CCC(=O)O was read as CIT2-GFP yeast 68, VLA-4 inh 6, MEX-5 binding 1.4, BCLXL inh 12, GRK2 aptamer HTS 0, AGP1-GFP MLPCN 82, MCL1 BIM primary 6, Fam108B inh -1 and GLD-1 RNA inh 2.
For C=CCn1c(SCC(=O)OC)nc2sc3c(c2c1=O)CCN(C)C3 the results were CIT2-GFP yeast 89, VLA-4 inh -1, MEX-5 binding -2.4, BCLXL inh 21, GRK2 aptamer HTS 0, AGP1-GFP MLPCN 95, MCL1 BIM primary 22, Fam108B inh 4 and GLD-1 RNA inh 7.
CC1COc2ccccc2N1S(=O)(=O)c1ccccc1 (centres undefined) was read as CIT2-GFP yeast 84, VLA-4 inh 2, MEX-5 binding 1.1, BCLXL inh 5, GRK2 aptamer HTS 1, AGP1-GFP MLPCN 104, MCL1 BIM primary 1, Fam108B inh -3 and GLD-1 RNA inh -7.
For C=CC[C@H](CC(=O)N[C@H](CO)Cc1ccccc1)C(=O)N[C@@H](COC(=O)[C@@H](CC=C)CC(=O)OC(C)(C)C)Cc1c[nH]c2ccccc12 the results were CIT2-GFP yeast 91, VLA-4 inh -5, GRK2 aptamer HTS 4, AGP1-GFP MLPCN 94 and GLD-1 RNA inh 8.
CC(C)(C)Nc1ncnc2c1cnn2-c1ccccc1 was read as CIT2-GFP yeast 77, VLA-4 inh 38, MEX-5 binding 1.8, BCLXL inh 13, GRK2 aptamer HTS 0, AGP1-GFP MLPCN 93, MCL1 BIM primary 6, Fam108B inh -2 and GLD-1 RNA inh 8.

Screening data from PubChem.
